# From PubChem
# TROY signal inh: inhibitors of TROY-driven NF-kB signaling, primary screen, Q293 LMP1-TROYcd cells, NF-kB luciferase, uHTS; actives 0.98% (n = 360,000); Q293 LMP1-TROYcd NF-kB luciferase reporter, 4 h; inhibition, % at 10 µM;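 active = compounds whose plate-normalised and pattern-corrected inhibition of the luciferase reporter signal at the single screening dose is 50% or more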
# NOD2-RIPK2 inh: NOD2-RIPK2 binding disruptors in cells, primary screen, fluorescence, CHO cells, BLA complementation. actives 0.38% (n = 360,000). inhibition, % at 4.98 µM. Receptor-interacting serine/threonine-protein kinase 2 (Homo sapiens), O43353. CCF4 ratio; in the data active = inhibition above about 21%;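 note: 0% = vehicle only and 100% = reference blocker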
# TLR9-MyD88 inh: inhibitors of TLR9-MyD88 association in cells, primary screen, cell-based, CHO, BLA complementation, fluorescence; inhibition, % at 4.98 µM; CCF4 FRET ratio; actives 0.21% (n = 340,000); Toll-like receptor 9 (Homo sapiens) + Myeloid differentiation primary response protein …;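 active = inhibition above the mean over all tested compounds plus 3 SD, cut at about 21% in these data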;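 note: 0% = DMSO only wells and 100% = clavulanate BLA inhibitor control wells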
# NR2F2 inh: NR2F2 transcriptional activity inhibitors, primary screen, cell-based, luciferase reporter, HEK293T, luminescence; HEK293T NGFI-A luciferase reporter; inhibition, % at 8.6 µM; actives 0.7% (n = 370,000);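 active = inhibition above a per-plate cutoff, mean inhibition of test wells between control levels plus 3 SD, cut at about 38% in these data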;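 note: cells cotransfected with COUP-TFII expression vector driving the NGFI-A reporter; 0% = median of COUP-TF2 test wells and 100% = reporter-only cells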
# NCOA1 inh: SRC1 coactivator transcriptional activity inhibitors, primary screen, cell-based, luminescence | Nuclear receptor coactivator 1 (Homo sapiens), Q15788 | HEK293 GAL4-SRC1 luciferase reporter | inhibition, % at 3.6 µM | actives 0.12% (n = 360,000) | AID 588354, 2011;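 active = inhibition above the campaign mean plus 3 SD, with each screening campaign given its own cutoff, cut at about 60% in these data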;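 note: 0% = DMSO treated cells and 100% = gossypol at 36 µM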
# ABHD5-PLIN5 inh: ABHD5-PLIN5 interaction inhibitors, primary screen, cell lysate, split luciferase complementation, luminescence. Perilipin-5 (Homo sapiens) + 1-acylglycerol-3-phosphate O-acyltransferase ABHD5 (Homo …. Split G. princeps luciferase complementation, 4 h. inhibition, % at 4 µM. actives 0.78% (n = 360,000). AID 602281, 2012;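 active = inhibition above the mean inhibition across every tested compound plus 3 SD, cut at about 22% in these data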;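 note: 0% = DMSO only wells and the 100% control is not disclosed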
# SRC2 inh: inhibition of GAL4-SRC2 driven luciferase reporter, primary screen, SRC2 inhibitor project, cell-based, luminescence; AID 651957, 2012; actives 0.17% (n = 370,000); inhibition, % at 9 µM; HEK293 GAL4-SRC2 luciferase reporter; Nuclear receptor coactivator 2 (Homo sapiens), Q15596;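 active = inhibition above the mean inhibition of all tested compounds plus 3 SD, set per campaign, cut at about 52% in these data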;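 note: 0% = DMSO treated cells and 100% = cells given Gossypol at 36 µM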
# Target sequence (Q15596 whole entry, looked up, the tested form may be a part): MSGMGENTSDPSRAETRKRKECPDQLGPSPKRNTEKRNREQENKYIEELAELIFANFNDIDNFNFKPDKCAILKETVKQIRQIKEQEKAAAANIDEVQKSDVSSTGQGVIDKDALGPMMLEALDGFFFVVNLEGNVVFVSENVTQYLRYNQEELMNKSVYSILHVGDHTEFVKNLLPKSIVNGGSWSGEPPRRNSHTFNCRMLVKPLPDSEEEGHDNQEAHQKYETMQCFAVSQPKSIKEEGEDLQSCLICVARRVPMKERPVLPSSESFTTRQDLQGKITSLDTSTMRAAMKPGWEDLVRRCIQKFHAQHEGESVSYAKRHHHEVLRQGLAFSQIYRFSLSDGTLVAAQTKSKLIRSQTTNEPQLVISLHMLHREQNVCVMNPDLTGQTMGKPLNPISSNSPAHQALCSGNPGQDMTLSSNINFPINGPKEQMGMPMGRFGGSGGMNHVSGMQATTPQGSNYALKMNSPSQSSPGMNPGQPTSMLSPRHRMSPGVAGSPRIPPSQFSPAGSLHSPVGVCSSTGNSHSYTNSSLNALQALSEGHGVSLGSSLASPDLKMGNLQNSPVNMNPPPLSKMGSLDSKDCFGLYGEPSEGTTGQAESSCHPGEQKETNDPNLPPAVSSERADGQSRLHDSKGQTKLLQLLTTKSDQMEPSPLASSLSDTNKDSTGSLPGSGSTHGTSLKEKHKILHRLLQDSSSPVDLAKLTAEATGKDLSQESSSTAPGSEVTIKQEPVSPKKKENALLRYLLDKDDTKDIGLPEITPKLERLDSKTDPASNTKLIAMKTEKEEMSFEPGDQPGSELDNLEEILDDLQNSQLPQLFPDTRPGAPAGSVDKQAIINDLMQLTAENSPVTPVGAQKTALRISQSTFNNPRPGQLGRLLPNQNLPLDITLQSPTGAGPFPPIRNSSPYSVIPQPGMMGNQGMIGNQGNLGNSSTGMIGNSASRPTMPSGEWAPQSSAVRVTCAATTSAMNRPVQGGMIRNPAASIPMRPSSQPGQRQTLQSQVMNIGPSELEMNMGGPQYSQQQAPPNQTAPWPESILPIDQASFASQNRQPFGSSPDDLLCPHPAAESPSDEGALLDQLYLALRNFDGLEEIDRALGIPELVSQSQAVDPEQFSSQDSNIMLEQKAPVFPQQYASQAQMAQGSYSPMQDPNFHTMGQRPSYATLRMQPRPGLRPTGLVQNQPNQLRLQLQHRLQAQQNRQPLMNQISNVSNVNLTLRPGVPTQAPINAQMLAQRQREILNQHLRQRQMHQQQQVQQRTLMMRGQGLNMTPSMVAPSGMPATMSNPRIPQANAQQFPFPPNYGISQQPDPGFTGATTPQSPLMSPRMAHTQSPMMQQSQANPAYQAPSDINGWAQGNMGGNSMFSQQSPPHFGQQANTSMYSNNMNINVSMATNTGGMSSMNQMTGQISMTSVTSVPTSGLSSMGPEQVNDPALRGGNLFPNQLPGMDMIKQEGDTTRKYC
# NCOA3 inh: SRC3 coactivator transcriptional activity inhibitors, primary screen, cell-based, luminescence; AID 588352, 2011; actives 0.17% (n = 360,000); HEK293 GAL4-SRC3 luciferase reporter; Nuclear receptor coactivator 3 (Homo sapiens), Q9Y6Q9; inhibition, % at 3.6 µM;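 active = inhibition above a per-campaign cutoff, the mean of all compounds plus 3 SD, cut at about 60% in these data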;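 note: 0% = DMSO-treated cells and 100% = gossypol-treated cells at 36 µM; higher means less SRC3-driven luciferase light from the GAL4 reporter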
# Granule exo inh: LAMP-1 surface exposure blockers, TALL-104 cells – cell-based, flow cytometry, MLPCN library, primary screen; TALL-104 LAMP-1 surface exposure; cells stimulated with thapsigargin and PMA; inhibition, % at 10 µM; actives 0.66% (n = 360,000); AID 651702, 2012;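 active = inhibition above about 55%, limit read from the data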
# TWEAK Fn14 block: inhibitors of TWEAK-Fn14 signaling, primary screen, luciferase reporter cells, uHTS. TWEAK-stimulated Fn14 reporter cells, luciferase luminescence, 8 h. inhibition, % at 10 µM. actives 2% (n = 360,000). AID 1159606, 2016; in the data active = inhibition above about 50%
# NR5A2 inv ag: LRH-1 (NR5A2) inverse agonists, primary screen, cell-based, luminescence, HEK293T, StAR-luciferase reporter. LRH-1 transfected, 24 h. inhibition, % at 3.6 µM. actives 0.13% (n = 360,000);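 active = inhibition above the mean inhibition of all tested compounds plus 3 SD, cut at about 73% in these data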;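 note: 0% = DMSO wells and 100% = reporter-only cells lacking LRH-1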
# Active calls of the source: *; · = no result given. Some of the compounds tested (hit frequency here may not be typical).
# Results follow in this order: TROY signal inh	NOD2-RIPK2 inh	TLR9-MyD88 inh	NR2F2 inh	NCOA1 inh	ABHD5-PLIN5 inh	SRC2 inh	NCOA3 inh	Granule exo inh	TWEAK Fn14 block	NR5A2 inv ag
> O=C(O)c1ccc(Cl)c(S(=O)(=O)N2CCC(Cc3ccccc3)CC2)c1
  -37	1	-6	13	-2	2	-1	-3	-8	3	-2
> Cc1cc(NC(=O)Cn2nc3c(cc2=O)CCCC3)ccc1Br
  6	-7	1	4	12	6	-11	0	-3	-5	28
> Cc1cc(C)c2c(=O)[nH]c(SCc3ccccc3)nc2n1
  5	5	10	0	-2	-1	-10	19	3	10	1
> CC(=O)N1CCSc2ccc(S(=O)(=O)Nc3cccc(C)c3)cc21
  -11	-16	-7	37*	17	5	1	12	4	17	26
> COc1ccc(CCN(C)C(=O)c2cc(S(=O)(=O)N3CCCCC3)ccc2Cl)cc1OC
  10	-6	4	19	28	-1	4	5	-10	-2	25
> Cn1nnnc1SCC(=O)Nc1nc(-c2ccc(F)c(F)c2)cs1
  -6	-7	-1	10	7	2	-17	-3	0	18	22
> C=CCn1c(SCC(=O)Nc2ccc(N3CCOCC3)cc2)nc2ccccc2c1=O
  0	6	-2	6	-19	-2	1	8	1	-4	17
> COc1ccc(OC)c(NC(=O)CCC(=O)N(Cc2ccc(OC)c(OC)c2)c2nccs2)c1
  0	-1	0	-2	10	3	-15	-8	-3	1	15
> O=C(O)CSc1ccc(Oc2ccc(SCC(=O)O)cc2)cc1
  2	8	7	21	-3	3	21	6	30	-2	3
> COC(=O)CCC(=O)c1oc2ccccc2c1N
  -19	-5	-3	-16	-36	4	-66	-8	-12	-4	-24
> NC(=O)c1cnn2c(-c3ccc(Cl)cc3Cl)ccnc12
  -11	-12	-5	·	11	-5	·	-13	-14	3	14
> C[C@H](CO)N1C[C@H](C)[C@H](CN(C)C(=O)Nc2cccc(F)c2)Oc2cc(C#CC3(O)CCCC3)ccc2S1(=O)=O
  0	-9	7	10	4	-18	-8	4	-3	-5	18
> CN(C)c1ccc(NC(=O)c2ccncc2)c2ccccc12
  -21	4	-2	21	-6	4	-1	2	4	15	2
> CC(C)(C)C(=O)Nc1cc(NC(=O)C(C)(C)C)cc(C(=O)NNC(=O)c2ccncc2)c1
  7	-14	3	-5	-3	2	-25	9	-7	22	2
> O=C(CSc1nc(O)c(C2CCCCC2)c(=O)[nH]1)Nc1ccccc1Cl
  -36	-2	4	-5	24	-7	-32	-4	-16	8	-4
> Cc1nnc(-n2cnc3ccccc32)c2ccccc12
  -2	-12	-11	1	4	1	-17	-2	0	-8	-1
> O=C(NC(c1ccc(Cl)cc1)c1cnccn1)C1CCN(Cc2ccccc2)CC1 (stereo not given)
  -10	-1	·	-4	-17	-4	4	5	-6	2	16
> COc1cccc(C(=O)n2ccc(-c3cccs3)n2)c1
  -21	-3	-19	-3	2	-3	-19	11	-1	-2	-13
> Cc1ccccc1CC(=O)Nc1ccc2c(c1)c(=O)n(C)n2-c1ccccc1F
  -9	-12	·	-4	-7	-10	7	-3	-1	-11	-6
> Cc1ccc(N2CCN(S(=O)(=O)N(C)C)CC2)cc1C
  -25	2	-8	-7	0	-3	-3	2	3	3	4
> CCOC(=O)C(=O)Nc1ccc(S(=O)(=O)Nc2nccc(C)n2)cc1
  -3	0	-11	6	-3	-4	10	3	-3	14	-16
> COC(=O)c1ccc(CSc2nc3ccccc3c(=O)n2-c2cccc(OC)c2)o1
  20	-4	-5	13	-44	12	-2	-7	33	-5	5
> CCOC(=O)C1CCN(Cc2ccc(OC)c(C)c2OC)CC1
  5	-3	2	-19	-5	4	15	10	-5	-3	2
> CCC1CCCCN1C(=S)Nc1ccc(C(C)=O)cc1 (stereo not given)
  12	-3	-3	-2	1	-6	-24	3	-1	-14	-11
> O=C(CN1CCN(S(=O)(=O)c2ccc3ccccc3c2)CC1)Nc1ccc2c(c1)CCC2
  30	-1	-5	8	-8	-10	4	23	4	1	0
> CCOc1ccc(CCNC(=O)COC(=O)c2nc3nc(C)cc(C)n3n2)cc1OCC
  -9	-10	-3	6	-2	-2	-7	5	1	-9	41
> CN1CCN(c2ccccc2NC(=O)c2ccc([N+](=O)[O-])o2)CC1
  -4	-8	6	·	-1	0	·	6	1	8	47
> CC(CCc1ccccc1)NCc1ccc(Cl)cc1Cl (stereo not given)
  6	1	-2	-12	1	-1	9	-2	23	-15	-2
> COc1ccc(C(=O)C(O)C(c2ccc(C)cc2)N2CCOCC2)cc1OC (stereo not given)
  6	-7	-3	14	-4	-2	-9	8	-4	-7	-3
> NC(N)=N/N=C/c1ccc(OCc2ccccc2)cc1
  -35	4	3	-22	2	4	-5	5	5	2	-13
> COc1cccc(NC(=O)c2cn(C)c(=O)c3cc(OC)c(OC)cc23)c1
  11	-2	4	-10	-21	-1	-34	-8	-10	18	0
> CCOc1ccc2[nH]c3ncccc3c(=O)c2c1
  -30	1	-5	-11	-5	-4	-34	-10	-2	7	-16
> COc1cc(/C=C/C(=O)OCC(=O)NC2CCCCCCC2)ccc1O
  -12	8	-3	-21	-16	4	10	3	-4	-18	-16
> Clc1ccc(CNc2ccc(CNc3ncn[nH]3)cc2)cc1
  -5	4	-5	-15	-23	-7	-4	6	-5	1	31
> Cc1c(Cl)c([N+](=O)[O-])nn1CCCC(=O)Nc1sc2c(c1C#N)CCC2
  -6	-10	23*	0	0	0	7	-10	3	-30	2
> COc1cccc(/C=N/NC(=O)c2cccc(N3CCCC3=O)c2)c1
  -60	-6	-4	-14	-51	4	-24	-65	-8	21	-68
> CN(c1ccccc1)S(=O)(=O)c1ccc(C(=O)NCCc2ccc(F)cc2)cc1
  -3	3	3	15	3	5	-5	-5	72*	40	13
> O=c1ccn([C@@H]2O[C@H](CO)[C@@H](O)[C@H]2O)c(=O)[nH]1
  -7	-30	2	1	-38	4	13	-23	-5	6	-17
> COc1cccc(-c2cc(=O)c3cc(NC(=O)c4ccc(Cl)cc4)ccc3[nH]2)c1
  8	4	-1	7	1	1	6	-3	2	-37	2
> Cc1ccc(Nc2nc3ccccc3nc2-n2nc(C)cc2C)cc1
  13	-1	0	-13	-13	3	-33	8	-4	-24	19
> O=C(NC1CCCCCCC1)c1cnccn1
  -1	1	6	3	3	5	-30	-2	-1	-23	-10
> CN(CC(=O)Nc1ccc(F)c(Cl)c1)S(=O)(=O)c1ccc2c(c1)n(C)c(=O)c(=O)n2C
  8	-11	4	5	3	0	-37	13	-5	-1	4
> COc1ccc(NC(=O)CCS(=O)(=O)c2cccc3nonc23)cc1
  -15	-1	2	0	-16	10	-12	2	-3	3	9
> Cc1cccc(NC(=O)c2cc3cc([N+](=O)[O-])ccc3s2)n1
  -35	-5	14	-21	-30	1	-9	-22	-1	-9	-35
> NS(=O)(=O)c1ccc(CCNC(=O)c2ccc([N+](=O)[O-])cc2[N+](=O)[O-])cc1
  7	-8	-1	10	17	1	2	14	6	-8	13
> CCOC(=O)N1CCN(C(=O)COC(=O)C2CCN(S(=O)(=O)c3c(C)c(C)cc(C)c3C)CC2)CC1
  21	5	0	-8	-29	8	-21	4	0	-1	-2
> CN(CC(=O)Nc1ccccc1Cl)C(=O)COC(=O)CSc1ccc(F)cc1
  5	-1	-1	4	3	-3	-8	16	5	-6	6
> Cc1ccc(S(=O)(=O)NCc2ccc(C(=O)NC3CCC(C)CC3)cc2)cc1 (stereo not given)
  0	-4	-5	1	-1	3	-9	-5	3	-10	5
> Cc1ccccc1C(=O)Nc1ccc(CN2CCOCC2)cc1
  -7	1	-1	14	3	5	3	-3	-3	0	3
> C/C(CC1CC(COCC(C)C)OC1=O)=N\NC(N)=S (stereo not given)
  37	5	13	-9	7	3	11	7	-1	43	6

# Following part
# Results follow in this order: TROY signal inh	NOD2-RIPK2 inh	TLR9-MyD88 inh	NR2F2 inh	NCOA1 inh	ABHD5-PLIN5 inh	SRC2 inh	NCOA3 inh	Granule exo inh	TWEAK Fn14 block	NR5A2 inv ag
> CC(C)C#Cc1cnc2c(c1)C(=O)N([C@@H](C)CO)C[C@@H](C)[C@H](CN(C)Cc1cccc(F)c1)O2
  15	-1	0	-1	-130	-4	-7	-24	9	-16	-25
> CC(Sc1nncs1)C(=O)Nc1ccc(S(=O)(=O)Nc2ncccn2)cc1 (stereo not given)
  2	-11	-4	-11	-1	9	10	8	-8	1	12
> Cc1cccc(NC(=O)C2COc3ccccc3O2)n1 (stereo not given)
  -36	-15	7	-12	-32	0	-33	-20	6	-7	-21
> COCCNC(=O)CN1C(=O)/C(=C/c2ccccc2)Oc2ccc(C(C)(C)C)cc21
  6	-9	-12	19	2	-2	19	-6	40	4	5
> COc1cc2c(cc1OC)CN(CC(=O)Nc1ccc(Cl)cc1Cl)CC2
  -6	-1	-5	7	-7	-11	-12	-38	-10	-9	9
> CCOc1cc(/C=C2\C(=O)ON=C2c2ccccc2)ccc1OC
  -12	-4	-1	-9	-9	-9	5	-29	-25	5	-9
> CCCNc1c(NS(=O)(=O)c2ccc(C(C)(C)C)cc2)c(=O)oc2ccccc12
  30	-5	2	-9	17	-4	-7	3	-1	-4	4
> CCC(C(=O)NC(C)(C)C)N(Cc1ccc(OC)cc1)C(=O)c1snc(C(N)=O)c1N (stereo not given)
  -1	-5	-5	-3	4	-2	3	-2	10	-8	16
> CC(C)(C)NC(=O)C1CCN(c2ccc(S(=O)(=O)N3CCOCC3)cc2Cl)CC1
  -4	-13	2	15	-2	6	-14	-1	0	-10	-1
> CCOc1c(Br)cc(CNC2CCCCCCC2)cc1OC
  -7	-3	7	-1	-2	6	10	34	0	-26	0
> CC(C)N=c1c([N+](=O)[O-])nn(C)n1O
  1	-12	-1	23	-2	6	-6	7	2	12	5
> O=c1[nH]c2sc3c(c2c2nncn12)CCCC3
  23	0	-1	15	-2	8	9	-11	-2	15	-5
> COC(=O)c1sc(NC(=O)OCc2ccccc2)nc1CCNC(=O)OC(C)(C)C
  ·	-6	·	-16	·	-4	-18	·	-8	·	3
> Cc1ccc(-c2ccc(CN3C(C)C(=O)N(Cc4cn(Cc5ccco5)nn4)CCS3(=O)=O)cc2)cc1 (stereo not given)
  1	-11	2	10	-13	7	7	-13	8	28	-7
> CCCc1cc(C(=O)OCC(=O)NCCc2ccccc2)sc1C
  -5	2	-4	-8	8	0	-3	12	3	-11	1
